FEN1 inhibitor: qHTS Assay for the Inhibitors of Human Flap endonuclease 1 (FEN1); P39748; Recombinant FEN1 flap cleavage, fluorescence, 15 min; Potency, µM (top dose mostly 114 µM), for the others: at the top dose activity change, negative = inhibition, usual class: inhibitors; 0.35% of 390,000 active; AID 588795, 2011; also: nearly all actives have a fitted effect of over 65% in size
Target sequence (P39748 whole entry, looked up): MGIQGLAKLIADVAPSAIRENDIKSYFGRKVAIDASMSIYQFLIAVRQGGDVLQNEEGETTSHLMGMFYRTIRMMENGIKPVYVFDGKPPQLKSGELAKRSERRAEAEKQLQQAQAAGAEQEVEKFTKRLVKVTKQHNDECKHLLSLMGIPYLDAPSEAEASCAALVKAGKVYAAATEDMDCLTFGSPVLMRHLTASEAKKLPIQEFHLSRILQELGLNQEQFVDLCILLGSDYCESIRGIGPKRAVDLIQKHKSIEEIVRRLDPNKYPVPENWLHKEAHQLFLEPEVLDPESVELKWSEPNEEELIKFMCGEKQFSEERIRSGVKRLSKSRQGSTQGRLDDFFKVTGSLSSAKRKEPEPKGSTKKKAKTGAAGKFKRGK
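Potency values derive from four-parameter Hill fits of normalized qHTS data. The reaction used 10 nM FEN1 preincubated 15 min at room temperature with compound, then 50 nM DNA substrate, read at 0 and 15 min.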
TDP1 block: qHTS Assay for Inhibitors of Tyrosyl-DNA Phosphodiesterase (TDP1); Tyrosyl-DNA phosphodiesterase 1 (Homo sapiens), Q9NUW8; recombinant TDP1, AlphaScreen DNA substrate cleavage; Potency, µM (titrated, usually from 130 µM), for inactives: top-dose activity change, negative = inhibition, most hits filed as inhibitors; 0.28% of 350,000 active; AID 485290, 2010; also: nearly all actives have a fitted effect of over 40% in size
Target sequence (Q9NUW8 whole entry, looked up): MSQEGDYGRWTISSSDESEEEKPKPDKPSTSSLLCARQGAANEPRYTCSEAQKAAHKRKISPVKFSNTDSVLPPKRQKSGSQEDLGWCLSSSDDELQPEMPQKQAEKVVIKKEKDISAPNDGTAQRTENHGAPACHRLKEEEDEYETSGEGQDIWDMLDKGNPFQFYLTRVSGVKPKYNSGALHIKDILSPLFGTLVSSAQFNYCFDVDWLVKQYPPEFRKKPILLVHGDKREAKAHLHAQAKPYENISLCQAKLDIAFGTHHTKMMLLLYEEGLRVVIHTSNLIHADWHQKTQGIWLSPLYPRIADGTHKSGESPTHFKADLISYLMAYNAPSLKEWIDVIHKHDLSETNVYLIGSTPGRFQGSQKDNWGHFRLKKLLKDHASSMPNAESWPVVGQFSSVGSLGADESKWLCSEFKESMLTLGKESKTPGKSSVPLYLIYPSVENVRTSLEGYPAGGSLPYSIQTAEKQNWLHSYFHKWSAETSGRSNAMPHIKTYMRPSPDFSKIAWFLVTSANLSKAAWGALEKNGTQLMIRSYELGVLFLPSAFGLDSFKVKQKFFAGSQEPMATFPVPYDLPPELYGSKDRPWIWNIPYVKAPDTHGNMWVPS
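Compounds were preincubated with Tdp1 (1 nM final) for 15 min at room temperature before substrate (15 nM final) started a 5 min reaction; beads (10 ug/ml final) were then added for 10 min before AlphaScreen detection.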
N370S GC mod: qHTS Assay for Inhibitors and Activators of N370S glucocerebrosidase as a Potential Chaperone Treatment of Gaucher Disease | Lysosomal acid glucosylceramidase (Homo sapiens), P04062 | Potency, µM (highest dose often 59.4 µM), for the others: at the highest dose activity change, negative = inhibition, usual class: inhibitors | 0.092% of 330,000 active | N370S GC spleen homogenate, 4MU-glucoside fluorescence | AID 2101, 2009;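 also: 0% = full enzyme activity and -100% = no enzyme basal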
* marks the source's active call; other numbers are inactive results; ? = inconclusive; / = not tested or not shown; [ ] = remark or other dose. Calls follow the shape of the dose curve; as a rule, active = well fitted curve in the direction sought with a large enough effect; inconclusive = small, poorly fitted or top-dose-only effect, or another doubt; inactive = no such curve, though single readings can be large; an effect the other way counts as inactive or inconclusive. Unless noted, % is scaled to controls: 0 for no effect and ±100 for the full control effect; potency is read from the fitted curve at half-maximal effect.

SMILES	FEN1 inhibitor	TDP1 block	N370S GC mod
Cc1nc(Cl)sc1C(=O)Nc1ccc(C(F)(F)F)cc1	-16%	/	1%
Cc1cccc(NC(=O)c2ccc3[nH]c(=O)c(=O)[nH]c3c2)n1	-3%	-9%	3%
CCOc1ccc(/C=C2\SC(=S)N(CC(=O)N(CCO)C(C)(C)C)C2=O)cc1	-3%	5%	-3%
COC(=O)CN1C(=O)Nc2ccc(Br)cc2C1c1ccccc1 (stereo not drawn)	-6%	2%	11%
CCCCc1ccc(NC(=O)Nc2cc(C)nn2C)cc1	-12%	/	-17%
COc1ccc(-c2cc(=O)oc3cc(OCC(=O)Nc4ccc(CCO)cc4)ccc23)cc1	11%	-1%	6%
O=C1c2ccccc2NC(c2ccc(Cl)cc2Cl)N1Cc1ccccc1 (stereo not drawn)	-1%	5%	8%
Cc1ccc(S(=O)(=O)Cn2nnnc2C(c2ccccn2)N2CCN(c3ccccc3)CC2)cc1 (stereo not drawn)	-16%	9%	9%
CC(=O)CSc1nnc(CN2C(=O)CSc3ccc(C(F)(F)F)cc32)n1C	15%	11%	-2%
COc1ccc(-c2c(C)n([O-])c3c([n+]2=O)CCCC3)c(OC)c1	-3%	2%	-8%
CC(=O)c1c(C)[nH]c(C(=O)OCC(=O)Nc2cc(S(=O)(=O)N3CCCC3)ccc2Cl)c1C	-3%	0%	26%
CC1CCN(CC(=O)Nc2ccc(S(=O)(=O)N3CCCCC3)cc2)CC1	11%	3%	-24%
Cc1cc(C)cc(N(CC(=O)NCc2ccccc2Cl)S(=O)(=O)c2c(C)noc2C)c1	4%	0%	/
COc1ccc(Cn2ccc3nc(C)c(C(=O)N4CCN(c5ccc(OC)cc5)CC4)cc3c2=O)cc1	7%	11%	/
CCOC(=O)N1CCN(C(=O)c2cn(CC)c3ccc(S(=O)(=O)N4CCOCC4)cc3c2=O)CC1	24%	3%	2%
Cc1sc(NC(=O)Cn2cnnn2)nc1-c1ccc(Cl)cc1	12%	4%	-12%
Cn1c(=O)c2c(nc(Oc3ccccc3Cl)n2Cc2ccc(C#N)cc2)n(C)c1=O	-14%	-5%	/
CCOC(=O)c1c(NC(=O)C2C3C=CC(CC3)C2C(=O)O)sc(C)c1C (stereo not drawn)	-11%	-3%	4%
C=CCOc1ccccc1CN(C(=O)CCl)c1ccc2c(c1)OCO2	10%	3%	1%
CCc1nnc(N/N=C\c2ccc(OC(C)=O)c(OC)c2)n1N	-6%	/	0%

In a second layout: 2 of the compounds above.
structure,FEN1 inhibitor,TDP1 block,N370S GC mod
Cc1cccc(NC(=O)c2ccc3[nH]c(=O)c(=O)[nH]c3c2)n1,-3%,-9%,3%
CCOc1ccc(/C=C2\SC(=S)N(CC(=O)N(CCO)C(C)(C)C)C2=O)cc1,-3%,5%,-3%

Next section:
SMILES	FEN1 inhibitor	TDP1 block	N370S GC mod
COCCn1c(C)cc(/C=C(\C#N)C(=O)OCC(=O)Nc2ccc(S(N)(=O)=O)cc2)c1C	3%	-10%	-3%
CCCNC(=O)OC[C@H]1O[C@H](CCO/N=C/C[C@@H]2C=C[C@H](OC(C)=O)[C@@H](COC(C)=O)O2)C=C[C@@H]1Oc1ccc(OC)cc1	/	0%	5%
O=C1CN=C(Nc2ccccc2Cl)N1c1ccccc1	-1%	2%	6%
CC1C/C(=N\NC(=O)c2ccc(NS(=O)(=O)c3ccc(Br)cc3)cc2)CC(C)(C)C1 (stereo not drawn)	1%	5%	1%
Cc1ccccc1N1CC(C(=O)Nc2ccncc2)CC1=O (stereo not drawn)	11%	/	-1%
COc1ccc2[nH]c3c(c2c1)CCN1C(=O)N([C@@H](C)C(=O)NC2CCN(Cc4ccccc4)CC2)C(=O)[C@]31C	14%	/	2%
COc1ccc(C(C(=O)NC(C)(C)C)N(CCC(C)C)C(=O)CCC(=O)Nc2cc(C)on2)cc1 (stereo not drawn)	6%	/	-7%
CCOc1ccc(C(=O)NCC(=O)NC(C)c2ccc(-n3ccnc3)cc2)cc1OCC (stereo not drawn)	2%	2%	-14%
Cc1cc(C)c(S(=O)(=O)c2ccccc2Cl)c(=O)[nH]1	-17%	/	-3%
NC(=O)c1sc2nc3c(c(-c4cccnc4)c2c1N)CCC3	4%	0%	-3%
COc1ccc(CCNC(=O)c2cnc(Cl)c(Cl)c2)cc1	-8%	/	-3%
C=CCn1c(C)cc(C(=O)CN2C(=O)NC3(CCCc4ccccc43)C2=O)c1C (stereo not drawn)	0%	4%	5%
CC(C)(C)c1ccc(C(=O)OCC(=O)Nc2sc3c(c2C#N)CCC3)cc1	-2%	0%	4%
Cc1ccccc1C(=O)NNC(=O)CN1C(=O)c2ccccc2C1=O	-5%	4%	-3%
Cc1nc2ccc(NC(=O)C3CCN(S(=O)(=O)c4cccs4)CC3)cc2s1	-6%	6%	-9%
CN(C)CC1CCCCC1OC(=O)c1ccc(S(=O)(=O)N(C)c2ccccc2)cc1 (stereo not drawn)	-6%	0%	-15%
COc1nc(OC)nc(N(C)CCO)n1	11%	2%	4%
CC(C)c1c(O)ccc2c1CCC1[C@@](C)(CO)CCC[C@@]21C (stereo partly drawn)	/	13%[56.1 µM]	-21%
O=C(COc1ccc(Cl)cc1Cl)Nc1ccccn1	-2%	-7%	13%
COCCNC(=O)CN(Cc1ccccc1)C(=O)CCC(=O)Nc1nccs1	-2%	0%	-1%
COc1ccc(CNC(=O)CCc2nnc3n(C)c(=O)c4sccc4n23)cc1	18%	-2%	/
Cc1ccccc1NC(=O)N1CCC(NC(=O)C2CCCCC2)CC1	1%	2%	-8%
Cc1nc(N2CCOCC2)nc(N2CCCC2)c1[N+](=O)[O-]	-2%	4%	-12%
CCOc1ccc(Nc2oc(-c3ccc(COc4ccccc4C)o3)nc2C#N)cc1	-3%	6%	/
Cc1ccc(-c2nn3c(-c4ccco4)nnc3c3ccccc23)cc1S(=O)(=O)NCC1CCCO1 (stereo not drawn)	-11%	6%	3%
CCOC(=O)c1c(NC(=O)CN2CCN(C(=O)C3CCCO3)CC2)sc(C)c1C (stereo not drawn)	-4%	4%	-8%
CCN(CC)S(=O)(=O)c1ccc(N/N=C/c2cc(OC)c(OC)cc2OC)nc1	-1%	8%	-3%
COc1ccc(Cl)cc1NC(=O)c1c(C(=O)Nc2cccc(C)c2C)sc2nc(C)cc(=O)n12	15%	5%	/
O=C(CCNC(=O)N1CC(=O)Nc2ccccc21)Nc1ccc(Br)cc1F	-2%	4%	-3%
Cc1cc2nc(SCCOC(=O)Nc3ccc(Cl)cc3)nc(C)c2cc1C	-2%	2%	5%
C[C@H](NC(=O)c1[nH]cnc1C(=O)Nc1ccccc1)C(=O)OC(C)(C)C	11%	9%	?
CCc1noc(C)c1C(=O)OCC(=O)c1ccc(NC(C)=O)cc1F	9%	0%	/
Cc1nc2c(C(=O)NCc3ccco3)cnn2c(C)c1Cc1ccc(F)cc1Cl	-17%	-2%	12%
CCCOc1ccc(-c2nc(N3CCN(C)CC3)c3ccccc3n2)cc1	-24%	/	-24%
Cc1ccc(O)c(C(CC(=O)NCc2ccco2)c2ccccc2)c1 (stereo not drawn)	1%	-3%	-3%
O=C1CC(NNc2ccccc2)C(=O)N1c1cccc(Cl)c1 (stereo not drawn)	-2%	5%	0%
CC1CCN(Cc2c(O)ccc3c(=O)c(-c4nc5ccccc5s4)c(N)oc23)CC1	-20%	5%	-2%
C=CCNc1nc2c(c(=O)[nH]c(=O)n2C)n1Cc1cccc(C)c1	-2%	-3%	16%
CCC(=O)Nc1ccc(NC(=O)/C=C/c2ccc(Cl)cc2)cc1	1%	3%	?
CC(=O)Nc1ccc(N/C=C/C(=O)c2ccccc2)cc1	3%	/	-5%
O=C1CSC(c2cccnc2)N1c1ccccc1 (stereo not drawn)	18%	-3%	1%
CC(=O)Oc1c2occc2cc2ccc(=O)oc12	-15%	-7%	-10%
O=C1CCCc2nn(-c3ccccc3)nc21	0%	2%	7%
O=C1CC2(CCN(C(=O)c3ccccc3[N+](=O)[O-])CC2)Oc2ccccc21	6%	/	-2%
O=C(CSc1nnc(-c2ccc(F)cc2)c2ccccc12)Nc1ccccc1	3%	3%	?
O=[N+]([O-])c1ccc(C[n+]2cccc3ccccc32)cc1	-1%	0%	-6%
CC(C)=CCN1CCN(Cc2cccc3nonc23)CC1CCO (stereo not drawn)	-1%	-3%	2%
C[C@H](NC(=O)OC(C)(C)C)c1nnc(SCC(=O)c2ccc(Cl)cc2)o1	-9%	4%	-1%
COc1ccccc1CCC(=O)Nc1ccc(S(=O)(=O)Nc2cc(C)nc(C)n2)cc1	-1%	6%[0.505 µM]	-15%
CCOc1cccc(/C=N/Nc2ccc(S(=O)(=O)N(CC)CC)cn2)c1O	1%	8%	1%
CC(C)(O)c1ccc2c(c1)CCC1C(C)(C(=O)O)CCCC21C (stereo not drawn)	-16%	/	-11%
CN(CC(=O)NCCc1ccccc1)S(=O)(=O)c1ccccc1	-1%	8%	-2%
COc1ccc(N(CC(=O)NCc2ccco2)S(=O)(=O)c2ccc(OC)c(OC)c2)cc1	-13%	1%	-6%
CCOC(=O)c1cccnc1SC(CC)C(=O)N1CCOCC1 (stereo not drawn)	8%	-4%	-11%
CCC(=O)O[C@]1(C(=O)CCl)[C@@H](C)C[C@H]2[C@@H]3CCC4=CC(=O)C=C[C@]4(C)[C@@]3(F)[C@@H](O)C[C@@]21C	-10%	4%	11%
COc1cc(/C=C2\C(=N)N3N=C(S(C)(=O)=O)SC3=NC2=O)ccc1OC(=O)c1ccco1	?	/	-7%
CCCCCSc1nnc2c(n1)OC(c1cccn1C)N(C(C)=O)c1ccccc1-2 (stereo not drawn)	-19%	8%	5%
CN(CC(=O)Nc1ccccc1Cl)C(=O)CSc1ncc(C(F)(F)F)cc1Cl	-6%	3%	10%
COc1ccc(CN2CCNC(=O)C2CC(=O)N2CCCN(C(C)=O)CC2)cc1OC (stereo not drawn)	-11%	1%	1%
O=C(c1c(F)cccc1F)N1CCN(c2ccccc2F)CC1	1%	4%	4%

Continuation.
SMILES	FEN1 inhibitor	TDP1 block	N370S GC mod
COc1cccc(-c2nc3c(c(SCC(=O)N4CCOCC4)n2)Cc2c(CO)cnc(C)c2O3)c1	?	5%	-1%
CCN(CC)S(=O)(=O)c1cc(NC(=O)C2CCN(c3ncnc4sc(C)c(C)c34)CC2)ccc1Cl	-6%	-13%	1%
CCc1nnc(NC(=O)c2ccc(S(=O)(=O)N3CCCCC3)cc2)s1	-1%	12%[0.0935 µM]	5%
COc1ccc(Cn2c(C(=O)O)c(CNCCc3cccs3)c3ccc(C)cc32)cc1	-17%	3%	/
O=C(/C=C/c1ccc(Cl)cc1)N1CCN(c2ccccn2)CC1	3%	3%	-2%

By substructure, the entries above containing an aryl methoxy group (18)
SMILES	FEN1 inhibitor	TDP1 block	N370S GC mod
COc1ccc(-c2cc(=O)oc3cc(OCC(=O)Nc4ccc(CCO)cc4)ccc23)cc1	11%	-1%	6%
COc1ccc(-c2c(C)n([O-])c3c([n+]2=O)CCCC3)c(OC)c1	-3%	2%	-8%
COc1ccc(Cn2ccc3nc(C)c(C(=O)N4CCN(c5ccc(OC)cc5)CC4)cc3c2=O)cc1	7%	11%	/
CCc1nnc(N/N=C\c2ccc(OC(C)=O)c(OC)c2)n1N	-6%	/	0%
CCCNC(=O)OC[C@H]1O[C@H](CCO/N=C/C[C@@H]2C=C[C@H](OC(C)=O)[C@@H](COC(C)=O)O2)C=C[C@@H]1Oc1ccc(OC)cc1	/	0%	5%
COc1ccc2[nH]c3c(c2c1)CCN1C(=O)N([C@@H](C)C(=O)NC2CCN(Cc4ccccc4)CC2)C(=O)[C@]31C	14%	/	2%
COc1ccc(C(C(=O)NC(C)(C)C)N(CCC(C)C)C(=O)CCC(=O)Nc2cc(C)on2)cc1 (stereo not drawn)	6%	/	-7%
COc1ccc(CCNC(=O)c2cnc(Cl)c(Cl)c2)cc1	-8%	/	-3%
COc1nc(OC)nc(N(C)CCO)n1	11%	2%	4%
COc1ccc(CNC(=O)CCc2nnc3n(C)c(=O)c4sccc4n23)cc1	18%	-2%	/
CCN(CC)S(=O)(=O)c1ccc(N/N=C/c2cc(OC)c(OC)cc2OC)nc1	-1%	8%	-3%
COc1ccc(Cl)cc1NC(=O)c1c(C(=O)Nc2cccc(C)c2C)sc2nc(C)cc(=O)n12	15%	5%	/
COc1ccccc1CCC(=O)Nc1ccc(S(=O)(=O)Nc2cc(C)nc(C)n2)cc1	-1%	6%[0.505 µM]	-15%
COc1ccc(N(CC(=O)NCc2ccco2)S(=O)(=O)c2ccc(OC)c(OC)c2)cc1	-13%	1%	-6%
COc1cc(/C=C2\C(=N)N3N=C(S(C)(=O)=O)SC3=NC2=O)ccc1OC(=O)c1ccco1	?	/	-7%
COc1ccc(CN2CCNC(=O)C2CC(=O)N2CCCN(C(C)=O)CC2)cc1OC (stereo not drawn)	-11%	1%	1%
COc1cccc(-c2nc3c(c(SCC(=O)N4CCOCC4)n2)Cc2c(CO)cnc(C)c2O3)c1	?	5%	-1%
COc1ccc(Cn2c(C(=O)O)c(CNCCc3cccs3)c3ccc(C)cc32)cc1	-17%	3%	/

Screens: PubChem BioAssay, National Center for Advancing Translational Sciences (NCATS)
